CHOP inhibitor: inhibitors of CHOP promoter induction, primary screen, cell-based, unfolded protein response, luciferase reporter. CHO-K1 CHOP-promoter luciferase, tunicamycin-induced, 15-18 h. inhibition, % at 10 µM. AID 2732, 2010. 220,000 compounds, 3.8% hits;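 active = compounds that reduced the stress-induced luciferase reporter signal by more than about 70% of percent inhibition, limit read from the data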;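 also: 0% = tunicamycin plus vehicle and 100% = wells without tunicamycin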
EBV gp42 block: Epstein-Barr virus gp42 inhibitors, primary screen, biochemical, uHTS, fluorescence polarization; Fluorescence polarization binding assay, mP read-out; inhibition, % (tested at 21.74 µM); 220,000 compounds, 0.42% hits; AID 1085, 2008; in the data active = inhibition above about 50%
TRPN1 ag: zebrafish TRPN1 channel agonists, primary screen, cell-based, HEK293, calcium fluorescence; AID 1424, 2008; transient receptor potential cation channel N1 (TRPN1/NompC), Danio rerio; 220,000 compounds, 0.18% hits; HEK293 zebrafish TRPN1-YFP, Fluo-8 calcium fluorescence; 100% = response to 87 µM carbachol; activation, % at 3 µM;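 active = activation above its plate's cutoff, the mean activation of test wells on that plate plus 3 SD, cut at about 19% in these data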;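 also: 0% = DMSO alone and 100% = 87 µM carbachol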
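System: zebrafish TRPN1-YFP in HEK293 cells / Dosing: 3 µM single point / Timing: dye loading 1 h at 37 °C, then 30 min room temperature / Signal: Fluo-8 calcium fluorescence, excitation 470-495 nm, emission 515-575 nm / Read-out basis: percent activation from peak over basal fluorescence ratio, control-normalized / Control set: high carbachol 87 µM, low DMSO alone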
Runt-SMMHC FRET: inhibitors of RUNX1 Runt–CBFb-SMMHC binding, primary screen, biochemical, FRET, Cerulean-Runt, Venus-CBFb-SMMHC, uHTS; Cerulean-Runt/Venus-CBFb-SMMHC FRET ratio 530/480, 1 h; 220,000 compounds, 0.74% hits; Runt-related transcription factor 1 (Homo sapiens) + Core-binding factor subunit beta …; inhibition, % at 20 µM;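 active = mean inhibition across duplicate retests at 20 µM reaching about 50%, limit read from the data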;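 also: 0% = DMSO wells and 100% = wells with excess untagged CBFb-SMMHC; inhibitors lower the FRET ratio by blocking Runt binding to CBFb-SMMHC; some results filed as inactive read as strong as hits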
Target sequence (Q01196 whole entry, looked up): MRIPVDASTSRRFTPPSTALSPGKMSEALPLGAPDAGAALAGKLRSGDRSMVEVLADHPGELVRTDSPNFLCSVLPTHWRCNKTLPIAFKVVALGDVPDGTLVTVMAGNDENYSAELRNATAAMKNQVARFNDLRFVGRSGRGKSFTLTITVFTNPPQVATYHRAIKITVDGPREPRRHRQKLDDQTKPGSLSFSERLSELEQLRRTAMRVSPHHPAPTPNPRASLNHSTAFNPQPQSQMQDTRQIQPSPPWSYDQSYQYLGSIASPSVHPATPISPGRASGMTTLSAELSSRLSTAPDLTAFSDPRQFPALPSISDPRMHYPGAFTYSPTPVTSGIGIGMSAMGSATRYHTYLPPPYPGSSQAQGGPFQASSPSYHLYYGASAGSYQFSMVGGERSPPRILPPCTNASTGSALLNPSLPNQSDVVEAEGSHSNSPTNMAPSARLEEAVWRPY
Target sequence (Q13951 whole entry, looked up): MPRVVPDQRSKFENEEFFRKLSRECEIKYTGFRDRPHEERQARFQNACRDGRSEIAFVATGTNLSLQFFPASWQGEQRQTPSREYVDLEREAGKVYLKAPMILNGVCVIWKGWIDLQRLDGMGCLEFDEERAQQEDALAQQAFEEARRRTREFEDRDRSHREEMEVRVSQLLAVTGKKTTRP
PPC-1+TRAIL kill: compounds killing PPC-1 cancer cells with TRAIL present, primary screen, TRAIL potentiator project, ATPLite luminescence, uHTS | cell killing (% activity), % at 4 µM | 220,000 compounds, 0.41% hits | PPC-1 cells + TRAIL, ATPLite viability luminescence;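 active = cell killing above 50% in the first pass at 4 µM, then a duplicate retest at 5 µM averaging 50% or more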;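 also: plate controls were cells with TRAIL plus DMSO for no effect and medium-only wells lacking cells for full effect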
Mdm2 ligase inh: MDM2-luciferase reporter signal enhancers, primary screen, MDM2 E3 ligase inhibitor project, cell-based, luminescence, 1536-well. cell-based MDM2 ubiquitination luciferase reporter, 2 h; 0 = plate control, 100 = twice control, blank-subtracted. E3 ubiquitin-protein ligase Mdm2 (Homo sapiens), Q00987. signal enhancement, % at 5 µM. 210,000 compounds, 0.11% hits;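 active = signal enhancement of 30% or more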;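 also: luminescence tracks abundance of the self-degrading MDM2-luciferase fusion protein; higher signal means inhibition of MDM2 E3 ligase activity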
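Material: Stable MDM2–luciferase fusion reporter cells | Amount: 2000 cells seeded into each well | Dosing: One concentration, 5 µM, with 0.2% DMSO | Incubation: 4 h cell settling then 2 h compound exposure, 37 °C | Measured by: Luciferase luminescence | Read-out basis: % enhancement relative to plate controls after blank subtraction | Benchmarks: Control and blank well means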
TNF death inh: inhibitors of TNF-alpha triggered necroptosis, primary screen, cell-based, Jurkat FADD-/-, single concentration. 220,000 compounds, 0.068% hits. activation (protection from cell death), % at 10 µM. Jurkat FADD-/- TNF necroptosis rescue, ATP luminescence, 24 h; 0 = TNF only, 100 = no-TNF cells;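 active = activation, meaning protection from cell death, of at least 50% relative to plate controls; inactive = activation below 50%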;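 also: necroptosis triggered by 40 ng/mL TNF-alpha added together with compound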
TRPML3 ag: human TRPML3 channel agonists, primary screen, cell-based, HEK293 TRPML3-YFP, Fluo-8 calcium fluorescence, 3 µM. Mucolipin-3 (Homo sapiens), Q8TDD5. 100% = the carbachol control signal. activation, % at 3 µM. 220,000 compounds, 0.29% hits. AID 1448, 2008;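 active = activation above its plate's cutoff, the mean activation of the plate's test wells plus 3 SD, cut at about 12% in these data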;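 also: 0% = DMSO only wells and 100% = carbachol wells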
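Test system – HEK293 line with stable expression of human TRPML3-YFP channel · Control set – carbachol 87 µM final as high control (100%), DMSO as low control (0%) · Signal – Fluo-8 calcium dye fluorescence, ex 470-495, em 515-575 nm · Incubation – 1-h 37 °C dye load, 5-s basal, 120-s post-compound reads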
p47phox inh: p47phox/p22phox peptide binding inhibitors, primary screen, biochemical, uHTS, NADPH oxidase regulatory subunit; inhibition, % at 24.7 µM; AID 1274, 2008; fluorescence polarization, 2 h; Neutrophil cytosol factor 1 (Homo sapiens), P14598; 220,000 compounds, 0.53% hits;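 active = inhibition above about 30%, limit read from the data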;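 also: 0% = p47phox with labelled peptide and 100% = labelled peptide alone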
Target sequence (P14598 whole entry, looked up): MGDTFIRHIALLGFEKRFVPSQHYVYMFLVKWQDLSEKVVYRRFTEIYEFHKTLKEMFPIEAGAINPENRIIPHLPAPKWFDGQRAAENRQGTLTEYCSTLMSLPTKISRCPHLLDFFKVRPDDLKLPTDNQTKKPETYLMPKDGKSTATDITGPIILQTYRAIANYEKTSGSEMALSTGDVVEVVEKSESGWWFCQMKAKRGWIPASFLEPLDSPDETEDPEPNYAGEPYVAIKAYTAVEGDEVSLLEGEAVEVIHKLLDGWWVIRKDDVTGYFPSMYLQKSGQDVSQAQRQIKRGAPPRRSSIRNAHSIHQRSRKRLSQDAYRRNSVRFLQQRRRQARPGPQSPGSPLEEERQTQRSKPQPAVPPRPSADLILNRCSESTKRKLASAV
* marks the source's active call; other numbers are inactive results; nt = no result given.

SMILES	CHOP inhibitor	EBV gp42 block	TRPN1 ag	Runt-SMMHC FRET	PPC-1+TRAIL kill	Mdm2 ligase inh	TNF death inh	TRPML3 ag	p47phox inh
O=C(O)C1CC(=O)N(CCc2c[nH]c3ccccc23)C1 (centres undefined)	9	-3	1.2	-2	6	-14	-2.2	0.5	-7
Cc1ccc(-c2csc3ncnc(Oc4ccc5c(C)cc(=O)oc5c4)c23)cc1	4	-34	0.6	-8	12	3	2.5	0.3	2
COC(=O)c1sccc1NC(=S)OC	0	1	0.5	-3	18	-11	1.2	0.4	-4
Cc1cc(NC(=O)Cn2cnc3sc(C)c(-c4ccccc4)c3c2=O)no1	6	-10	-0.4	-7	7	-20	0.5	0.5	-12
O=C(C1CC(c2ccccc2O)=NO1)N1CCCC1 (centres undefined)	-12	-20	0.6	0	2	-11	-0.1	0.7	6
C#CCNC(=O)/C=C/c1ccc(OC)cc1	8	1	0.1	-2	16	nt	-0.1	1.5	-7
COc1cc2c(cc1OC)CN(S(C)(=O)=O)CC2	9	-2	0.8	0	3	-10	0.3	0.6	-10
CCC(=O)c1ccc(NC(C)=O)cc1O	3	-8	0.8	-4	20	3	-0.7	0.2	-12
COc1ccccc1N1CCN(C(=O)CN(c2ccccc2OC)S(=O)(=O)c2ccccc2)CC1	-17	-20	0.8	-1	4	-20	-5.3	0.3	4
O=C(Nc1cccc(-c2nnc(-c3ccccc3)o2)c1)C1CC1	48	7	1.5	-4	19	-13	0.8	0.3	-4
COC(=O)c1cn(Cc2cccc(C)c2)nn1	-2	-16	-1.1	-2	7	-4	2.2	0.9	-11
O=[N+]([O-])c1cc(/C=N\Nc2nc(-c3ccccc3)cs2)ccc1O	31	-16	0.6	-2	9	0	-0.3	-0.3	-7
COCCN1C(=O)c2[nH]nc(-c3ccccc3O)c2C1c1ccc(OC)cc1 (centres undefined)	3	-9	-0.2	2	8	-11	-2.9	-0.1	-9
CCC[N+]1(CC#CC(O)(c2ccccc2)C2CCCCC2)CCCCC1 (centres undefined)	-4	-30	-2.2	-7	-1	-25	0.7	-1.1	-15
CCOC(=O)c1c(C=O)c(C)n(Cc2ccc(Cl)cc2)c1C	34	-20	-1.0	-2	6	-7	-0.2	0.5	-13
Cc1ccc2nc(-c3ccc(NC(=O)CCN4C(=O)c5ccccc5C4=O)cc3)sc2c1	45	-36	1.6	-5	32	-44	0.8	1.6	-2
C=CCNCCOc1c(C)cc(C)cc1Cl	12	0	0.0	-1	-6	1	2.6	-0.4	-9
Cc1ccc(NC(=O)C2CCCNC2=O)nc1 (centres undefined)	17	-23	1.1	1	17	-3	-1.4	0.7	-2
CCOc1ccccc1CNCCO	-1	-23	1.0	-2	18	-1	0.0	0.0	0
CN1CCSc2ccc(C(=O)Nc3cc(F)ccc3F)cc21	19	1	-2.2	-5	38	-10	-0.5	-0.7	-8
CCNC(=O)CSc1nc2ccccc2c(=O)n1CCCOC(C)C	-11	-16	2.0	5	-2	-6	0.9	0.7	-7
CCCCSc1nnc(-c2ccccc2)c2ccccc12	82*	-2	-0.7	1	13	-8	5.5	-0.7	7
Cc1cc(C)n(S(=O)(=O)c2cc(C)c(C)cc2C)n1	17	-19	-1.2	2	-24	-2	-1.9	1.2	-13
Cc1c(=O)n(OCc2ccccc2F)c2ccccc2[n+]1[O-]	15	5	0.4	2	29	-14	-2.0	0.5	-1
CSc1sc(C#N)c2c1/C(=N\O)CCC2	6	-11	0.3	-2	6	-5	0.8	1.1	-7
CSc1nc2ccc3nc(NC(=O)C4COc5ccccc5O4)sc3c2s1 (centres undefined)	50	-13	0.8	-6	8	-27	3.1	0.9	-28
O=C1CN(Cc2nc3cc(Cl)ccc3c(=O)[nH]2)CCN1	-19	-17	1.8	-4	18	nt	1.3	0.3	-8
C=CCc1ccc(OCCCCN2CC(C)OC(C)C2)c(OC)c1 (centres undefined)	-30	-18	-1.6	-7	28	12	0.0	0.0	-11
CN(C(=O)CSc1ncccc1C(=O)O)c1ccccc1	3	-6	0.5	2	-8	-8	0.5	0.3	8
O=C(Nc1ccccc1N1CCOCC1)c1cccnc1Cl	-7	-8	-0.6	1	15	-37	0.2	0.2	-6
CCOC(=O)Nc1cccc(C(=O)O)c1	-3	-19	-0.5	2	0	-2	-2.0	1.0	-3
O=C(Nc1cccc(-c2nc3cccnc3s2)c1)c1ccco1	-6	-16	2.1	-6	5	-2	-4.6	2.2	-16
CCCCNC(=S)Nc1cccc(C(C)=O)c1	-1	4	0.3	2	14	-1	-1.8	0.3	11
CCCc1c(O)nc(SC2CC(=O)N(c3ccc(OC)cc3)C2=O)[nH]c1=O (centres undefined)	1	6	1.9	-2	-7	3	0.6	0.4	-10
CCOC(=O)CNC(=O)Cc1ccc(Cl)cc1	16	-3	0.7	-2	-7	-14	19	0.2	-10
O=C1C2C3c4ccccc4C(c4ccccc43)[C@@H]2C(=O)N1c1nc(-c2ccccc2)cs1 (some centres undefined)	3	7	1.3	2	6	-18	0.6	1.0	-4
COc1cc(-c2[nH]ncc2CN2CCN(Cc3cccs3)CC2)cc(OC)c1OC	32	0	-0.3	3	10	-9	-0.8	0.2	-9
COCc1cc(C2C(C(=O)c3ccco3)=C(O)C(=O)N2CCOCCO)ccc1O (centres undefined)	-10	-6	1.2	-1	11	15	0.4	0.7	-7
O=C(Nc1nnc(/N=C/c2ccco2)s1)c1ccc(F)cc1	-12	13	0.1	2	-1	-13	-3.9	0.2	-1
O=C(C1CCCCC1)N1CCCC(c2nc(-c3ccc(F)cc3)no2)C1 (centres undefined)	9	-26	3.1	0	21	-9	-1.5	1.5	-4

Gathered by group, those above containing a COOH group.
SMILES	CHOP inhibitor	EBV gp42 block	TRPN1 ag	Runt-SMMHC FRET	PPC-1+TRAIL kill	Mdm2 ligase inh	TNF death inh	TRPML3 ag	p47phox inh
O=C(O)C1CC(=O)N(CCc2c[nH]c3ccccc23)C1 (centres undefined)	9	-3	1.2	-2	6	-14	-2.2	0.5	-7
CN(C(=O)CSc1ncccc1C(=O)O)c1ccccc1	3	-6	0.5	2	-8	-8	0.5	0.3	8
CCOC(=O)Nc1cccc(C(=O)O)c1	-3	-19	-0.5	2	0	-2	-2.0	1.0	-3

Compounds listed so far that contain an NH in an aromatic ring, in the order listed:
SMILES	CHOP inhibitor	EBV gp42 block	TRPN1 ag	Runt-SMMHC FRET	PPC-1+TRAIL kill	Mdm2 ligase inh	TNF death inh	TRPML3 ag	p47phox inh
O=C(O)C1CC(=O)N(CCc2c[nH]c3ccccc23)C1 (centres undefined)	9	-3	1.2	-2	6	-14	-2.2	0.5	-7
COCCN1C(=O)c2[nH]nc(-c3ccccc3O)c2C1c1ccc(OC)cc1 (centres undefined)	3	-9	-0.2	2	8	-11	-2.9	-0.1	-9
O=C1CN(Cc2nc3cc(Cl)ccc3c(=O)[nH]2)CCN1	-19	-17	1.8	-4	18	nt	1.3	0.3	-8
CCCc1c(O)nc(SC2CC(=O)N(c3ccc(OC)cc3)C2=O)[nH]c1=O (centres undefined)	1	6	1.9	-2	-7	3	0.6	0.4	-10
COc1cc(-c2[nH]ncc2CN2CCN(Cc3cccs3)CC2)cc(OC)c1OC	32	0	-0.3	3	10	-9	-0.8	0.2	-9

The list continues.
SMILES	CHOP inhibitor	EBV gp42 block	TRPN1 ag	Runt-SMMHC FRET	PPC-1+TRAIL kill	Mdm2 ligase inh	TNF death inh	TRPML3 ag	p47phox inh
Cc1ccc(S(=O)(=O)CCC(=O)OCC(=O)Nc2ncc(Cl)cc2Cl)cc1	-6	9	0.9	-1	13	-10	1.2	-0.3	-11
CC(C)c1cc(C(=O)OCC(=O)NC(=O)NCc2ccco2)c(O)c(C(C)C)c1	102*	-8	-0.1	2	14	-19	-0.8	-0.7	-16
Cc1cc(C)cc(OCC(=O)N(Cc2cccs2)C2CCS(=O)(=O)C2)c1 (centres undefined)	-5	-15	-0.7	0	-1	-17	-4.5	-0.7	-6
COc1ccccc1/C=N/N1C(=O)C2C3C=CC(CC3)C2C1=O (centres undefined)	10	-1	1.4	2	8	-11	1.3	0.7	-3
O=C(CN1C(=O)/C(=C2\SC(=S)N(C3CCS(=O)(=O)C3)C2=O)c2ccccc21)Nc1ccc(F)cc1 (centres undefined)	48	-14	-0.2	0	2	-15	-23	1.4	26
O=C(CSc1ccc2ccccc2c1)Nc1ccc(S(=O)(=O)Nc2nccs2)cc1	29	-26	0.4	-4	11	0	1.4	0.3	-46
CCC(C)c1ccccc1NC(=O)COC(=O)CCc1cc(OC)c(OC)c(OC)c1 (centres undefined)	4	3	-2.0	8	0	14	0.3	0.0	-5
CCOC(=O)c1cc(CC)sc1NC(=O)COC(=O)c1cc[n+]([O-])cc1	5	8	-0.1	0	9	-12	-2.2	0.3	-11
CC(=O)c1cccc(NC(=O)CSc2ccc(-c3ccc4c(c3)OCO4)nn2)c1	21	22	5.8	4	28	-2	0.9	0.4	0
COc1ccc(C(=O)NC(=S)Nc2ccc(S(=O)(=O)Nc3cc(C)on3)cc2)cc1OC	20	-6	0.0	0	18	-14	-1.0	0.1	-12
CCc1c(C)sc2nc(SCC(=O)Nc3cc(C)on3)n(CCOC)c(=O)c12	78*	-11	0.2	-2	26	-17	1.0	0.2	-28
O=C(O)CCN1C(=O)C(=C2CCCCCC2)SC1=S	15	-19	2.5	4	6	-2	0.2	0.6	-3
CCN(C(=O)Cc1c(C(=O)O)n(C)c2ccccc12)c1ccc(F)cc1	-22	-11	-1.8	1	7	-29	0.6	0.2	-3
c1nnn(C23CC4CC(CC(C4)C2)C3)n1	7	-11	3.0	7	5	-8	0.1	1.1	3

A second format for some results above:
smiles | CHOP inhibitor | EBV gp42 block | TRPN1 ag | Runt-SMMHC FRET | PPC-1+TRAIL kill | Mdm2 ligase inh | TNF death inh | TRPML3 ag | p47phox inh
O=C(O)C1CC(=O)N(CCc2c[nH]c3ccccc23)C1 (centres undefined) | 9 | -3 | 1.2 | -2 | 6 | -14 | -2.2 | 0.5 | -7
Cc1ccc(-c2csc3ncnc(Oc4ccc5c(C)cc(=O)oc5c4)c23)cc1 | 4 | -34 | 0.6 | -8 | 12 | 3 | 2.5 | 0.3 | 2

High-throughput results deposited in PubChem BioAssay by several laboratories.
